Assay outcomes from PubChem.
JMJD2A Tudor: qHTS Assay for Inhibitors of JMJD2A-Tudor Domain. Lysine-specific demethylase 4A (Homo sapiens), O75164. AlphaScreen JMJD2A-Tudor / H3K4me3 peptide binding. Potency, µM (series often up to 114 µM), inactives show top-dose activity change, negative = inhibition, most hits filed as inhibitors. 4.4% of 390,000 active; further: on the % scale 0 is the no-effect control and ±100 the full control effect; nearly all actives have a fitted effect of over 50% in size
TrxR1 inh: qHTS Assay for Inhibitors of Mammalian Selenoprotein Thioredoxin Reductase 1 (TrxR1): qHTS | AID 588453, 2011 | recombinant rTrxR1, NADPH fluorescence consumption, selenite substrate | 1% of 390,000 active | Potency, µM (top dose mostly 114 µM), inactives show top-dose activity change, negative = inhibition, hits mostly inhibitors; further: on the % scale 0 is the no-effect control and ±100 the full control effect; nearly all actives have a fitted effect of over 65% in size
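Rat TrxR1 (90 nM in the dispensed reagent) was pre-reduced with 400 uM NADPH for 5 min at room temperature, then incubated with compound for 15 min. After 400 uM selenite was added, NADPH fluorescence (Ex 340/Em 450 nm) was followed for 8 min.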
HP1b binding inh: HTS for Inhibitors of HP1-beta Chromodomain Interactions with Methylated Histone Tails; Chromobox protein homolog 1 (Homo sapiens), P83916; AlphaScreen HP1-beta / biotin-H3K9me3 peptide binding; Potency, µM (top dose mostly 114 µM), for inactives: at the highest dose activity change, negative = inhibition, actives largely listed as inhibitors; 0.56% of 390,000 active; further: nearly all actives have a fitted effect of over 70% in size; inactives centre near 23
Target sequence (P83916 whole entry, looked up): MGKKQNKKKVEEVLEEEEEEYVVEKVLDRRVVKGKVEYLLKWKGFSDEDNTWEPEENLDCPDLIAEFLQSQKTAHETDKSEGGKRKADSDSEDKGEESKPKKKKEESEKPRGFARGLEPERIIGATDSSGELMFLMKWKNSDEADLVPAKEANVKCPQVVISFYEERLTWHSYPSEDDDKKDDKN
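Compound inhibition of the preformed complex between 50 nM HP1-beta and 50 nM biotinylated H3K9me3 peptide was read by AlphaScreen. Buffer was PBS pH 7.4 with 0.01% Tween-20. Incubations ran 30 min at room temperature, with 10 ug/mL donor/acceptor beads.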
ERG-DNA inh: qHTS for Small Molecule Inhibitors of the ERG Ets/DNA interaction; Transcriptional regulator ERG (Homo sapiens), P11308; fluorescence polarization, His-ERG Ets domain / labelled DNA; Potency, µM (doses to about 76.9 µM), inactives show at the top dose FP activity, negative = inhibition, most hits filed as inhibitors; 0.028% of 370,000 active; AID 624246, 2012; active means well fitted inhibition curve with a large enough effect in the polarisation, with a control signal flat; inconclusive means small, poorly fitted or top-dose-only effect, or effect the other way, or a change in a side signal; inactive means no such curve, though single readings can be large or run the other way; the % refers to the polarisation;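 further: polarization taken with two DNA probes labelled with fluorescein and Texas red; % of control where 0% means no effect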
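His-tagged ERG Ets domain (1 uM in the protein solution; 300mM KCl, 50mM Tris-HCl, 1mM EDTA, 1mM DTT, pH 7.5) received compound, then a probe mix of 5 nM fluorescein-DNA and 100nM Texas-615-DNA. Fluorescence polarization was read for both dyes.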
12-LOX inh: Primary qHTS assay for inhibitors of human arachidonate 12S-lipoxygenase (ALOX12): Round 2 | Potency, µM (titrated, usually from 108 µM), inactives show at the highest dose activity change, negative = inhibition, usual class: inhibitors | Polyunsaturated fatty acid lipoxygenase ALOX12 (Homo sapiens), P18054 | purified 12hLO, xylenol orange hydroperoxide absorbance | AID 1671190, 2021 | 1.1% of 580,000 active; further: on the % scale 0 is the no-effect control and ±100 the full control effect
Target sequence (P18054 whole entry, looked up): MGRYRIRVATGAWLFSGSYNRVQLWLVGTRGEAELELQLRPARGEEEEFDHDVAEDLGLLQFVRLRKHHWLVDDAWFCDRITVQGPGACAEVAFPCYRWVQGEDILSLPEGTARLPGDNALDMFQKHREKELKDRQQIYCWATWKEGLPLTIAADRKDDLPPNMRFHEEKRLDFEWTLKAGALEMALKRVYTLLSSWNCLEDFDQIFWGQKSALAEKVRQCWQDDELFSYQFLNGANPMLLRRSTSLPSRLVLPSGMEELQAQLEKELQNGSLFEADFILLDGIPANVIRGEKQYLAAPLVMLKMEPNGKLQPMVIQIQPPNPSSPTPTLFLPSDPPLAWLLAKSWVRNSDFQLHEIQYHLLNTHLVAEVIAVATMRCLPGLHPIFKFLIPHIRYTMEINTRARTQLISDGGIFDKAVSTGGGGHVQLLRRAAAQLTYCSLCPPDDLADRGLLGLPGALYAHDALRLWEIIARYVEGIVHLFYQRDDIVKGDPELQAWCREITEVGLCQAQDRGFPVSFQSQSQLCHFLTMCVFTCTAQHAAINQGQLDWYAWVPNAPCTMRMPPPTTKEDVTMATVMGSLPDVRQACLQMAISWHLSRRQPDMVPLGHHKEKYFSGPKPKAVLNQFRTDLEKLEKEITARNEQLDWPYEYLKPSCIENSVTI
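Purified human 12hLO (150 nM final) in 25 mM Hepes, 0.01% Triton X-100, pH 7.0 was preincubated 15 min at room temperature with compound. Then 40 uM arachidonic acid was added, 30 min. Hydroperoxide was read by Fe-XO absorbance ratio 573/405 nm.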
Pin1 inhibitor: qHTS Assay to Find Inhibitors of Pin1. Potency, µM (series often up to 115 µM), without a hit: at the highest dose activity, negative = inhibition, most hits filed as inhibitors. Peptidyl-prolyl cis-trans isomerase NIMA-interacting 1 (Homo sapiens), Q13526. Pin1 FP peptide displacement, HiFluor488, 10 min. AID 504891, 2011. 0.009% of 390,000 active; active means well fitted inhibition curve with a large enough effect in the polarisation, with a control signal flat, not every such curve was filed as active; inconclusive means small, poorly fitted or top-dose-only effect, or effect the other way, or a change in a side signal; inactive means no such curve, though single readings can be large or run the other way; the % refers to the polarisation; further: on the % scale 0 is the no-effect control and ±100 the full control effect
Tb PGK inh: qHTS Assay to Find Inhibitors of Phosphoglycerate Kinase | Phosphoglycerate kinase, glycosomal (Trypanosoma brucei brucei), P07378 | PGK/GAPDH coupled, Kinase-Glo luminescence, 60 min | Potency, µM (titrated, usually from 57.5 µM), for the others: at the top dose activity change, negative = inhibition, actives largely listed as inhibitors | 0.043% of 380,000 active | AID 602233, 2012; further: on the % scale 0 is the no-effect control and ±100 the full control effect; nearly all actives have a fitted effect of over 60% in size
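Recombinant glycosomal PGK reaction used 1,3-bisphosphoglycerate generated in-well by GAPDH (100nM final) in 100mM TEA pH 7.6, 5mM MgCl2, 0.01% Tween-20. After 60 minutes at room temperature, ATP was read by Kinase-Glo Plus luminescence end-point.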
GLS inh: qHTS for Inhibitors of Glutaminase (GLS); Glutaminase kidney isoform, mitochondrial (Homo sapiens), O94925; GLS enzymatic activity, qHTS titration; AID 624170, 2012; Potency, µM (highest dose often 45.5 µM), inactives show at the top dose activity change, negative = inhibition, actives largely listed as inhibitors; 0.21% of 410,000 active; further: on the % scale 0 is the no-effect control and ±100 the full control effect
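Glutamate formation by hKGA was monitored fluorometrically using coupled glutamate oxidase, HRP and Amplex Red. Substrate was added as 1 mM L-glutamine solution; incubation was 30 min at RT after an initial read.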
RGS4 inhibitor: Inhibitors of Regulator of G Protein Signaling (RGS) 4: qHTS. Transcreener GDP fluorescence polarization, RGS4-accelerated GTP hydrolysis. Potency, µM (top dose mostly 114 µM), inactives show at the highest dose activity change, negative = inhibition, hits mostly inhibitors. 0.039% of 390,000 active. AID 504845, 2011; further: on the % scale 0 is the no-effect control and ±100 the full control effect; nearly all actives have a fitted effect of over 75% in size; some results filed as inactive show a strong effect at the top dose
Target sequence (P49798 whole entry, looked up): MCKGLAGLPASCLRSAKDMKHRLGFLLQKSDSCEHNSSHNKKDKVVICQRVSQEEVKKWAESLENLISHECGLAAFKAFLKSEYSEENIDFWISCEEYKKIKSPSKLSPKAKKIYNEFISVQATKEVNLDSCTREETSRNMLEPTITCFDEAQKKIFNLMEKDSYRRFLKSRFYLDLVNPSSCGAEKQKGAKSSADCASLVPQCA
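MLSMR compounds (23 nl, pin-transferred) preincubated 10 min at room temperature with a 500nM (2x) first reagent, then RGS4 at 900nM (2x) plus Transcreener GDP mix added; fluorescence polarization (620/688 nm) read before and after 90 min at 30 °C.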
* marks the source's active call; other numbers are inactive results; i = inactive; ? = inconclusive; & = joins results of further samples; [ ] = dose if it differs, or a comment. Unless noted, the call rests on the fitted dose curve; in most records, active means well fitted curve in the direction sought with a large enough effect; inconclusive means small, poorly fitted or top-dose-only effect, or another doubt; inactive means no such curve, though single readings can be large; an effect the other way counts as inactive or inconclusive. Potency means the concentration at half of the fitted maximal effect. An excerpt. The share of hits here may be higher or lower than overall.

SMILES | JMJD2A Tudor | TrxR1 inh | HP1b binding inh | ERG-DNA inh | 12-LOX inh | Pin1 inhibitor | Tb PGK inh | GLS inh | RGS4 inhibitor
COc1ccc(CN(C)c2ccc(-c3nc(-c4ccc(OC)c(OC)c4)no3)cc2[N+](=O)[O-])cc1 | -18% | 2% | 29% | -2% | -7% | ? | 1% | 4% | 0%
COc1ccc(OC)c(-c2cc(C(=O)Nc3cccc(Cl)c3)no2)c1 | 4% | 17% | 42%[activator] | 9% | 12% | 1% | -2% | 4% | -47%
Cc1ccc(-n2nnc3c(=O)n(CC(=O)OCc4ccccc4)cnc32)cc1 | -8% | -9%[57.1 µM] | 39% | 10% | -1%[57.4 µM] | 52%[activator] | 4% | 5% | 3%
COc1ccccc1NC(=O)C1CCCN1S(=O)(=O)c1ccc(Cl)cc1 (stereo unspecified) | -3% | 5%[57.1 µM] | 20% | 2% | -13% | 3% | 8% | 30%[activator] | 4%
CCOC(=O)c1c(C)[nH]c(C(=O)CN2C(=O)NC(C)(c3ccc4ccccc4c3)C2=O)c1C (stereo unspecified) | -35% | 17% | 0% | -2% | -15% | 11% | 2% | -7% | 7%
CN(C)c1ccc(/C=N/NC(=O)C2COc3ccccc3O2)o1 (stereo unspecified) | -10% | 21% | 22% | 3% | -13% | -2% | -2% | -4% | -4%
Cc1ccc(S(=O)(=O)N2CCc3cc4c(cc3C2C)OCCCO4)cc1 (stereo unspecified) | 8% | 28% | 44%[activator] | -11% | 6% | -3% | -2% | -3% | 20%
NC(=O)c1ccc(NC(=O)COC(=O)CCN2C(=O)c3ccccc3C2=O)cc1 | -8% | ? | 18% | 4% | 283%[activator] | 1% | -9% | -8% | -22%
COc1ccc(/C=N/n2cnc3scc(-c4cccs4)c3c2=O)cc1OC | -7% | 5% | 15% | 9% | 8% | -8% | -18% | ? | -3%
O=C1CN(C(=O)c2cc([N+](=O)[O-])ccc2Cl)C(c2ccc(F)cc2)c2cc(F)ccc2N1 (stereo unspecified) | -32% | 2% | 6% | 5% | -24% | -1% | i | 2% | -18%
CCn1ncc(/C=N\NC(=O)c2ccc3c(c2)c(C)c(C)n3Cc2ccccc2)c1C | ? | -1%[57.1 µM] | -8% | -7% | 0% | 0% | i | 16% | -22%
COC(=O)c1[nH]c2ccc(Cl)cc2c1NC(=O)CN1CCc2cc(OC)c(OC)cc2C1 | ? | -2% | -16% | -11% | 13% | 5% | 5% | 3% | 13%
Cc1ccc(C)n1NC(=O)c1cccs1 | -26% | -15% | -3% | 2% | -1% | -1% | 1% | 5% | -9%
COc1ccc(N2CCN(CCC(O)c3ccc4ccccc4c3)CC2)cc1 (stereo unspecified) | 50µM* | 4% | ? | -5% | -30% | 0% | -1% | 6% | 3%
CN(Cc1cccs1)C(=O)/C=C/c1ccccc1[N+](=O)[O-] | -4% | 17%[57.1 µM] | 13% | -1% | 382%[activator] | 10% | -11% | -9% | -3%

Another view of some results above:
Structure,JMJD2A Tudor,TrxR1 inh,HP1b binding inh,ERG-DNA inh,12-LOX inh,Pin1 inhibitor,Tb PGK inh,GLS inh,RGS4 inhibitor
COc1ccccc1NC(=O)C1CCCN1S(=O)(=O)c1ccc(Cl)cc1 (stereo unspecified),-3%,5%[57.1 µM],20%,2%,-13%,3%,8%,30%[activator],4%
Cc1ccc(-n2nnc3c(=O)n(CC(=O)OCc4ccccc4)cnc32)cc1,-8%,-9%[57.1 µM],39%,10%,-1%[57.4 µM],52%[activator],4%,5%,3%
COc1ccc(OC)c(-c2cc(C(=O)Nc3cccc(Cl)c3)no2)c1,4%,17%,42%[activator],9%,12%,1%,-2%,4%,-47%
Cc1ccc(C)n1NC(=O)c1cccs1,-26%,-15%,-3%,2%,-1%,-1%,1%,5%,-9%

(cont.)
SMILES | JMJD2A Tudor | TrxR1 inh | HP1b binding inh | ERG-DNA inh | 12-LOX inh | Pin1 inhibitor | Tb PGK inh | GLS inh | RGS4 inhibitor
COc1cc(NC(=O)c2csc(-c3ccncc3)n2)cc(C(=O)Nc2cccc(C(F)(F)F)c2)c1 | -35% | 23% | 10% | 7% | -18%&-19% | 15% | -7%&3% | 1%&6% | -2%
COc1cc(C2NC(=O)C(C#N)=C(S)N2c2ccc(C)cc2)ccc1OC(C)C (stereo unspecified) | -16% | -24% | 24% | 3% | ? | -12% | -6% | 28% | ?
COc1ccc(CNC(=O)CSc2n[nH]c(-c3ccc(F)cc3)n2)cc1 | -18% | -9%[57.1 µM] | 26%[57 µM] | 0% | -29% | -4% | -4% | -6% | 3%
O=C(CN1C(=O)COc2ccc(S(=O)(=O)N3CCOCC3)cc21)N1CCN(c2ccccc2)CC1 | -15% | 5% | 68%[activator] | 1% | -7% | -13% | i | 2% | -2%
COc1ccc(NC(=O)CSc2cc(C)ccc2C)cn1 | -16% | 17% | 35% | -4% | 0% | -14% | i | 4% | 0%
Cn1cc(C=O)c2cc(S(=O)(=O)N3CCOCC3)ccc21 | 2% | -3%[57.1 µM] | 59%[activator] | -9% | -8% | -1% | -10% | 1% | -14%
CCOc1ccc(-c2nnn(CC#N)n2)cc1OC | -2%[11.4 µM] | 12% | 32% | 3% | 0% | 7% | -4% | -8% | -24%[11.4 µM]
CCN(CC(=O)Nc1ccc(NC(C)=O)cc1)C(=O)C1COc2ccccc2O1 (stereo unspecified) | -6% | -11% | 23% | -13% | -14% | 0% | 5% | 12% | 10%
NC(=O)NCc1cccnc1 | -16% | 11%[11.4 µM] | 25% | -15% | -4% | -12% | i | 1% | -4%
COc1ccc(NS(=O)(=O)c2ccc(C)c(C(=O)NCC(c3cccs3)N3CCOCC3)c2)cc1 (stereo unspecified) | -12% | -14% | 22% | -8% | 3% | 5% | 2% | 10% | -9%
CCCN1CCN(C(=O)c2oc3c(Cl)cccc3c2C)CC1 | -20% | 40%[57.1 µM] | 10% | 4% | 0% | -3% | -3% | -4% | -15%
Cc1ccc(NC=C(S(=O)(=O)c2ccccc2)S(=O)(=O)c2ccccc2)c(C)c1 | -8% | 5% | 8% | -8% | 500%[activator] | 0% | -6% | -3% | 2%
CC1CCc2c(nc3ncnn3c2N2CCN(c3ccccc3F)CC2)C1 (stereo unspecified) | -11% | 0% | 35%[activator] | -2% | 0%[57.4 µM] | -7% | 4% | 18% | -21%
COc1ccc(CN2C(=O)CC(Cc3cc(C)cc(C)c3)C2=O)cc1OC (stereo unspecified) | -15% | 1% | 16% | -1% | -17% | -1% | i | 2% | 22%
CC1=C(C)CC(C(=O)c2ccccc2)C(C(=O)O)C1 (stereo unspecified) | -9% | -4%[57.1 µM] | 15% | -7% | -3%[57.4 µM] | 1% | -10% | 9% | 26%
C=CCn1c(-c2cccn(Cc3ccccc3)c2=O)n[nH]c1=S | 28µM* | -17% | 46%[activator] | 5% | -5% | -6% | -3% | -5% | -16%
CC(Nc1nc(-c2ccc3c(c2)NC(=O)CO3)cs1)c1ccccc1 (stereo unspecified) | -21% | -3%[57.1 µM] | 33% | -7% | ? | 0% | -4% | 7% | -28%
CC(=O)N1CC[n+]2c(-c3ccc(Cl)cc3Cl)csc21 | -32% | 13% | 28% | 0% | ? | 2% | 0% | 3% | -89%
Cc1ccc(-n2[nH]c(C)c(C=Nc3ccc4[nH]c(=O)[nH]c4c3)c2=O)cc1C | -15% | -6%[57.1 µM] | 10% | -1% | -11% | -8% | 0% | 21% | -12%
Cc1ccc(/C=C/c2onc(C)c2S(=O)(=O)N2CCC(C(=O)NCc3ccco3)CC2)cc1 | -11% | 18%[57.1 µM] | 12%[57 µM] | -4% | -1% | 4% | -3% | 7% | -13%
CCOc1ccc(NS(=O)(=O)c2ccc3c4c(cccc24)C(=O)N3)cc1 | ? | 19% | -1% | 4% | ? | -5% | -5% | 4% | -6%
CCCCNC(=O)CN(c1ccc(Cl)c(Cl)c1)S(C)(=O)=O | -2% | 7%[57.1 µM] | 11% | 0% | 3% | 2% | 5% | 8% | 3%
COc1ccc(CNc2ccc3cc(S(=O)(=O)N4CCCCC4)ccc3n2)cc1 | 3% | 20%[57.1 µM] | 30% | 4% | ? | 24% | 0% | 4% | -8%
COc1ccc(CNC(=O)c2c(C)nc3ccccn23)cc1 | -9% | -1% | 6% | 6% | -19% | -3% | -12% | -5% | 1%
COC(=O)c1cn(NC(=O)C2CCC(C)CC2)c(=O)c2ccccc12 (stereo unspecified) | -3% | 5% | 41%[activator] | -4% | 0% | 7% | i | -20% | 0%
COC(=O)Nc1ccc(S(=O)(=O)N2CCC(C(=O)N3CCC(C)CC3)CC2)cc1 | 11µM* | 6%[57.1 µM] | -3% | 2% | 2% | -16% | 1% | ? | ?
